TMEM16A act: activates or potentiates the mouse TMEM16A chloride channel | HEK293 TMEM16A/YFP-H148Q/I152L, iodide quench fluorescence; stronger effect = lower value | AID 623877 | B-score at 10 µM | hit rate 0.3% among 340,000;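 active means fluorescence-ratio B-score plate-corrected deviation score at least 3 library SD below zero, with starting fluorescence score within 5 deviations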;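 further: channel opened by trigger with iodide after compound preincubation; score built on the fluorescence ratio of max minus min over baseline; more negative score means more quench and so TMEM16A activation or potentiation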
Target sequence (Q8BHY3 whole entry, looked up): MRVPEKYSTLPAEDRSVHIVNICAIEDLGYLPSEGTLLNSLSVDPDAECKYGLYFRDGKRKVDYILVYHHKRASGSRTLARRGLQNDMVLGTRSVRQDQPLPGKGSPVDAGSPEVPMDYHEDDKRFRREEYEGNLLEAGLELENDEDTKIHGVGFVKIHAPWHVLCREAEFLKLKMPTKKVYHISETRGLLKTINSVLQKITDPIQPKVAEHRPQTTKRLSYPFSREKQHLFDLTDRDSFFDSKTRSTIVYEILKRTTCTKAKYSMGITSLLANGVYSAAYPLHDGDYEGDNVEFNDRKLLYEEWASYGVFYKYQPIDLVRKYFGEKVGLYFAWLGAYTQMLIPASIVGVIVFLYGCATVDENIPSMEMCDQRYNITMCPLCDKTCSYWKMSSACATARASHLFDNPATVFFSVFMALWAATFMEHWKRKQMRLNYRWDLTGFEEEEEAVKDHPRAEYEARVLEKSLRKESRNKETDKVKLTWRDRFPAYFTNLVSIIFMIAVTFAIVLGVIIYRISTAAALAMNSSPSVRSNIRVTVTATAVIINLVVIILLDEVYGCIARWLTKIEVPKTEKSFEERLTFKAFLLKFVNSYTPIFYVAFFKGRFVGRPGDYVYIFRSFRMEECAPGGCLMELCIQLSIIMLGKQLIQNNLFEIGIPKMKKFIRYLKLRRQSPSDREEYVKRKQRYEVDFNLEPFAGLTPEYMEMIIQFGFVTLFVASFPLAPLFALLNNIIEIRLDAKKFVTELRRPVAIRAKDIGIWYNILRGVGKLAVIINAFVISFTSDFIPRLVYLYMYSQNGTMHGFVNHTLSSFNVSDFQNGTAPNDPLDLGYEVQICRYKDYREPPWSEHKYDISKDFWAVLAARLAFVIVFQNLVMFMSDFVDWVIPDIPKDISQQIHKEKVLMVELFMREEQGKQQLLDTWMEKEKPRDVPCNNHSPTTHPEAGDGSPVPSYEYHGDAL
* = called active by the depositor; i = inactive.

nr | molecule | TMEM16A act
1 | O=S(=O)(c1ccc(NCCCO)nc1)N1CCOCC1 | i
2 | O=C(Nc1cc(-c2ccccc2)cs1)c1ccco1 | i
3 | CC(C)N1C(=O)C(=O)N(CC(=O)N(C)c2ccccc2)C1=O | i
4 | CC(OC(=O)C1=COCCO1)C(=O)NC1CCCCC1C (centres undefined) | i
5 | CCC1(C)NC(=O)N(CC(=O)c2cc(C)n(C3CC3)c2C)C1=O (centres undefined) | i
6 | COC(=O)C1CC2(C(=O)OC)CC(C(=O)OC)(CC(C(=O)OC)C2=O)C1=O (centres undefined) | i
7 | Cc1ccc(C)c(OCCC(=O)OCC(=O)Nc2cc(S(=O)(=O)N3CCCCC3)ccc2C)c1 | i
8 | COc1ccc(NC(=O)CN(C)CC(=O)N2CC(=O)Nc3ccccc32)cc1 | i
9 | Cc1ccc(NC(=O)C(c2ccccc2)N2CCN(CC(=O)NC3CC3)CC2)cc1Cl (centres undefined) | i
10 | COc1ccc(S(=O)(=O)Nc2ccc3c(c2)C(=O)N([C@H](C)CO)C[C@H](C)[C@@H](CN(C)C(=O)Nc2ccccc2)O3)cc1 | i

(list continues)
nr | molecule | TMEM16A act
11 | Cc1c(C(=O)OCC(=O)N2CCN(c3ccccc3)CC2)oc2ccccc12 | i
12 | CN(C(=O)c1ccccc1C(=O)OCC(=O)c1ccc(F)c(F)c1)C1CCCCC1 | i
13 | COc1ccccc1NS(=O)(=O)c1ccc(C)c(C(=O)NC2CCN(Cc3ccccc3)CC2)c1 | i
14 | CCCCN1C(=O)CC(SC2CC(=O)N(CCCC)C2=O)C1=O (centres undefined) | i
15 | COc1ccc(-c2cc([N+](=O)[O-])ccc2OCC(=O)N(C)CC(=O)Nc2ccc(C)cc2)cc1 | i
16 | O=C(COC(=O)c1n[nH]c2ccccc12)NCCc1ccc(Cl)cc1 | i
17 | CCOC(=O)c1cc(-c2ccccc2C)nn1CC1CC(c2ccc(OC)cc2)=NO1 (centres undefined) | i
18 | O=C(Cc1csc(-c2ccc(F)cc2)n1)Nc1cccc(S(=O)(=O)NC2=NCCC2)c1 | i
19 | CC1CCCCN1C(=O)COC(=O)c1ccc2c(c1)C(=O)N(Cc1ccco1)C2=O (centres undefined) | i
20 | COc1ccc2c(C)cc(SCC(=O)NC3CCCC3)nc2c1 | i

More compounds follow:
nr | molecule | TMEM16A act
21 | COc1ccc2c(ccc[n+]2[O-])c1 | i
22 | NC(=O)NN=C1CC2CC1C1C=CCC21 (centres undefined) | i
23 | Cn1c(N)c(C(=O)CSc2nnc3n2CCCCC3)c(=O)n(C)c1=O | i
24 | O=C(c1cccc(S(=O)(=O)N2CCCCC2)c1)N1CCN(Cc2ccccc2)CC1 | i
25 | Cc1ccc(NC(=O)COC(=O)c2ccc(CN3CCCC3=O)cc2)cc1C | i
26 | O=C(COC(=O)c1c[nH]c2ccccc12)Nc1ccc(F)cc1 | i
27 | CCCCNc1c(-c2ccc(Sc3ccc(OC)cc3)cc2)nc2cc(C)ccn12 | i
28 | O=C(NCc1cccs1)C1CC(=O)N(Cc2ccccc2)C1 (centres undefined) | i
29 | Cn1nc(C(=O)OCC(=O)Nc2ccc(Cl)cc2Cl)c2ccccc2c1=O | i
30 | O=C(C1=COCCO1)N1CCN(S(=O)(=O)c2cccc(Br)c2)CC1 | i

Continued (2 carried over from the part before).
nr | molecule | TMEM16A act
29 | Cn1nc(C(=O)OCC(=O)Nc2ccc(Cl)cc2Cl)c2ccccc2c1=O | i
30 | O=C(C1=COCCO1)N1CCN(S(=O)(=O)c2cccc(Br)c2)CC1 | i
31 | O=C(Nc1nccs1)c1nc[nH]c1C(=O)N1CCc2ccccc2C1 | i
32 | CNC(=O)C1CC(=O)N(c2ccc(OCC(=O)Nc3ccccc3)cc2)C1 (centres undefined) | i
33 | COc1cccc(OCC(=O)NCC2CCCO2)c1 (centres undefined) | i
34 | Cc1ccc(COC(=O)CN2C(=O)NC3(CCCCC3C)C2=O)cc1 (centres undefined) | i
35 | CN(CC(=O)Nc1ccccc1Br)C(=O)c1cccc(S(=O)(=O)N2CCc3ccccc32)c1 | i
36 | COc1ccc(S(=O)(=O)N2CCOCC2)cc1C(=O)NCC(c1ccccc1)c1ccccc1 | i
37 | COC(=O)C1CCN(C(=O)COC(=O)CNC(=O)c2ccc(Cl)cc2Cl)CC1 | i
38 | O=C(OCC(=O)c1ccc[nH]1)c1ccc(Br)cc1 | i
39 | CN(C(=O)CSc1nnc(-c2cccnc2)o1)C1CCCCC1 | i
40 | N/C(=N\OC(=O)c1ccccc1)C(C(=O)NOC(=O)c1ccccc1)C1CCCCC1 (centres undefined) | i

Compounds from the list above containing an aryl thioether with sulfur outside any ring, in the order listed:
nr | molecule | TMEM16A act
20 | COc1ccc2c(C)cc(SCC(=O)NC3CCCC3)nc2c1 | i
23 | Cn1c(N)c(C(=O)CSc2nnc3n2CCCCC3)c(=O)n(C)c1=O | i
27 | CCCCNc1c(-c2ccc(Sc3ccc(OC)cc3)cc2)nc2cc(C)ccn12 | i
39 | CN(C(=O)CSc1nnc(-c2cccnc2)o1)C1CCCCC1 | i

Remaining list, next part:
nr | molecule | TMEM16A act
41 | O=C(c1ccccc1)C(CN1CCCCC1)c1ccccc1 (centres undefined) | i
42 | COc1ccc(S(=O)(=O)Nc2cccc3c2O[C@H](CN(C)Cc2ccc(Cl)c(Cl)c2)[C@@H](C)CN([C@H](C)CO)C3=O)cc1 | i
43 | O=C(Nc1ccc(Cl)c(S(=O)(=O)N2CCCCC2)c1)c1ccco1 | i
44 | CCN(CC)S(=O)(=O)c1cc(C(=O)OC(C)C(=O)NCc2ccco2)ccc1C (centres undefined) | i
45 | COc1ccc(S(=O)(=O)N2CCOCC2)cc1NC(=O)CN1C(=O)CN(C)C1=O | i
46 | CCc1ccc(C(=O)CN2C(=O)NC3(CCc4ccccc43)C2=O)cc1 (centres undefined) | i
47 | C=CC[C@H](CC(=O)NCCO)C(=O)NC[C@@H](OC(=O)[C@@H](CC=C)Cc1ccc(F)cc1)c1ccccc1 | i
48 | COc1ccc(CC(=O)OCC(=O)NC(=O)Nc2ccccc2F)cc1 | i
49 | Cc1cnc(C(=O)OCC(=O)N2CC(C)CC(C)C2)cn1 (centres undefined) | i
50 | CC(=O)O[C@@]1(C)C[C@@H](O)[C@]2(O)C=CO[C@@H](O[C@@H]3O[C@H](CO)[C@@H](O)[C@H](O)[C@H]3O)[C@@H]21 | i

Other structures follow.
nr | molecule | TMEM16A act
51 | Cc1ccc(NC(=O)COC(=O)CNC(=O)c2cccs2)cc1S(=O)(=O)N1CCOCC1 | i
52 | O=C(NCc1ccc(F)cc1)c1cccc2c1C(=O)c1ccc(N3CCC(Cc4ccccc4)CC3)cc1S2(=O)=O | i
53 | CCCCN(C(=O)c1cccc(S(=O)(=O)N(CC)c2ccccc2)c1)c1c(N)n(CC(C)C)c(=O)[nH]c1=O | i
54 | COc1ccc(CCNC(=O)COC(=O)c2ccc(OC)cc2OC)cc1 | i
55 | Cn1c(N)c(C(=O)COC(=O)c2ccc(-c3ccccc3)cc2)c(=O)n(C)c1=O | i
56 | O=C(C=P(c1ccccc1)(c1ccccc1)c1ccccc1)c1ccccc1-c1ccccc1C(=O)C=P(c1ccccc1)(c1ccccc1)c1ccccc1 | i
57 | Cc1ccc2c(c1)C(=O)C(=O)N2Cc1ccccc1 | i
58 | CSc1ccccc1NC(=O)CN1CCN(S(=O)(=O)c2ccccc2[N+](=O)[O-])CC1 | i
59 | CCCCCCC(=O)O | i
60 | Cc1ccc(CN(C)CC(=O)Nc2ccccc2C(=O)NC2CC2)o1 | i

Carrying on.
no.	Structure	TMEM16A act
61	CC(=O)c1ccc(OCCCC(=O)Nc2cccc(S(=O)(=O)N3CCOCC3)c2)cc1	i
62	CC12C=CC(=O)C=C1CCC1C2C(=O)CC2(C)C1CCC2(O)C(=O)CO (centres undefined)	i
63	CN(C(=O)COn1nnc2ccc(Cl)cc21)C1CCS(=O)(=O)C1 (centres undefined)	i
64	CCCCP(=O)(c1ccccn1)c1ccccn1	i
65	COc1cc(/C=C/C(=O)OCC(=O)NCc2ccc3c(c2)OCO3)cc(OC)c1OC	i
66	CSCCC(NC(=O)c1cccc(S(=O)(=O)N2CCN(C(C)=O)CC2)c1)c1nc2ccccc2[nH]1 (centres undefined)	i
67	COc1ccccc1C(=O)Nc1ccc(OCC(=O)N2C(C)CCCC2C)cc1 (centres undefined)	i
68	COc1cccc(-c2ncc3ccccc3c2COC(=O)c2ccc(F)cc2)c1	i
69	Cc1ccc(NS(=O)(=O)c2ccccc2)c([N+](=O)[O-])c1	i
70	O=C(COC(=O)c1cc(Br)ccc1O)NC12CC3CC(CC(C3)C1)C2	i
71	NC(=O)C1(C(=O)O)OC1(c1ccc(Cl)cc1)c1ccccc1Cl (centres undefined)	i
72	O=C(CN1C(=O)NC2(CCc3ccccc32)C1=O)c1cccs1 (centres undefined)	i
73	O=C(c1ccco1)N1CCN(C(=O)c2cccn3c(=O)c4c5c(sc4nc23)CCCC5)CC1	i
74	O=C(Nc1ccccn1)c1ccc(Cl)c(S(=O)(=O)N2CCc3ccccc32)c1	i
75	Cc1ccc(Nc2nc(N)nc(COC(=O)C3=COCCO3)n2)cc1	i
76	O=C(NCCc1ccc(F)cc1)c1ccc(S(=O)(=O)N2CCCC2)cc1	i
77	CCN(CC(=O)Nc1ccccc1C(F)(F)F)C(=O)c1ccc(-n2nc(C)c(CCC(=O)OC)c2C)cc1	i
78	COc1ccc(NC(=O)N(C)C[C@H]2Oc3ccc(NC(=O)CCC(F)(F)F)cc3C(=O)N([C@H](C)CO)C[C@@H]2C)cc1	i
79	CCCCn1c(N)c(N(C)C(=O)c2cc3c(s2)CCCCC3)c(=O)[nH]c1=O	i
80	Cc1cc(C(=O)COC(=O)c2ccc(O)cc2O)c(C)n1-c1ccccc1	i
81	COc1ccc(CN(C)C(=O)COc2cccc(-n3cnnn3)c2)cc1OC	i
82	Cc1cc(=O)[nH]c(SCC(=O)NC2CCCCCC2)n1	i
83	C/C=C(/C)C(=O)OC1CC(C)(C)C[C@H]2C3=CC[C@@H]4[C@@]5(C)CCC(O[C@@H]6O[C@@H](C(=O)O)[C@@H](O)C(O[C@@H]7OC[C@H](O)[C@@H](O)[C@@H]7O[C@@H]7OC(CO)C(O)[C@@H](O)[C@@H]7O)C6O[C@@H]6OC(CO)C(O)C(O)C6O)[C@@](C)(CO)[C@@H]5CC[C@]4(C)[C@]3(C)CC(O)[C@@]12CO (some centres undefined)	-37*
84	Cc1cc(C)c(NC(=O)CSc2nc3ccccc3c(=O)n2CCCN2CCOCC2)c(C)c1	i
85	CCN(C(=O)CSc1nc2ccccc2n1C)C1CCS(=O)(=O)C1 (centres undefined)	i

Carrying on.
no.	Structure	TMEM16A act
86	Cc1ccccc1N=Cc1ccc[nH]1	i
87	Nc1cc(SCc2ccc(Cl)cc2Cl)ncn1	i
88	O=C(NC1CCCC1)c1cccc(S(=O)(=O)N2CCOCC2)c1	i
89	CCn1nc(C(=O)NNC(=O)c2ccc(OC(F)F)cc2)c2ccccc2c1=O	i
90	Nc1nc2ccc(C(=O)Nc3ccc(N4CCOCC4)cc3)cc2s1	i
91	O=C1CC(N2CCN(S(=O)(=O)c3ccc([N+](=O)[O-])cc3)CC2)C(=O)N1c1ccccc1F (centres undefined)	i
92	Cc1nn(-c2ccc(C(=O)NCC(c3ccco3)N3CCCC3)cc2)c(C)c1Cl (centres undefined)	i
93	Cc1cc(C)n(CCCNC(=O)c2ccc(C)o2)n1	i
94	COc1cccc(NC(=O)CN2C(=O)NC3(CCc4ccccc43)C2=O)c1 (centres undefined)	i
95	COc1ccccc1N1C(=O)CC(c2ccccc2)CC1=O	i
96	COc1cccc(/C=C/C(=C2\C(=O)N(c3ccccc3)N=C2C)c2ccc(Br)cc2)c1OC	i
97	COc1ccc(NC(=O)COC(=O)CCSc2ccccc2)cc1OC	i
98	CCC(C)N(C(=O)CSc1nc(C)c(C)c(C)c1C#N)C1CCS(=O)(=O)C1 (centres undefined)	i
99	COC1OC2COC(c3ccccc3)OC2C(O)C1NC(C)=O (centres undefined)	i
100	COc1ccc(N2CCN(C(=O)c3cc4c(s3)CCCCC4)CC2)cc1	i
101	O=C(CNC(=O)c1ccco1)Nc1ccc(N2CCCCCC2)cc1	i
102	Cc1cccc(NC(=O)c2cccc(NC(=O)c3ccco3)c2)c1	i
103	CC1CCCCC12NC(=O)N(CC(=O)N1CCN(S(=O)(=O)Cc3ccccc3)CC1)C2=O (centres undefined)	i
104	CCCCn1c(N)c(N(CC)C(=O)c2cccs2)c(=O)[nH]c1=O	i
105	O=C(C1CCN(S(=O)(=O)c2ccc(Cl)cc2)CC1)N1CCN(c2ccccn2)CC1	i
106	CC1(c2ccccc2)NC(=O)N(CC(=O)Nc2ccc(S(=O)(=O)NC3=NCCCCC3)cc2)C1=O (centres undefined)	i
107	O=C(Nc1ccc(F)c(Cl)c1)C1CC(=O)N(Cc2ccco2)C1 (centres undefined)	i
108	CC(C)(C)NC(=O)NC(=O)CSc1ccc(S(=O)(=O)N2CCOCC2)cn1	i
109	O=C(NN1C(=O)NC2(CCCCC2)C1=O)c1cc2cc(Cl)ccc2o1	i
110	O=C(CN1C(=O)NC(c2ccccc2)(c2ccccc2)C1=O)N1CCCCC1	i

Following part.
no.	Structure	TMEM16A act
111	O=[N+]([O-])c1cc(S(=O)(=O)N2CCOCC2)ccc1OCc1ccccc1C(F)(F)F	i
112	COc1ccccc1Cn1c(SCC(N)=O)nc2c(oc3ccccc32)c1=O	i
113	CCCCNC(=O)c1cccc(S(=O)(=O)N2CC3(C)CC2CC(C)(C)C3)c1 (centres undefined)	i
114	COc1cc(C)cc(C(=O)C=Cc2ccccc2)c1O	i
115	CCCn1c(N)c(C(=O)CSc2nnc3n2CCCCC3)c(=O)[nH]c1=O	i
116	CN(C)C(CNC(=O)c1ccc(Cl)c(S(=O)(=O)N2CCCCCC2)c1)c1ccccc1 (centres undefined)	i
117	COc1ccc(N2CCN(C(=O)c3cc(C4CC4)nn3-c3ccccc3)CC2)cc1	i

Exported as labelled records: part of the list above
[111] O=[N+]([O-])c1cc(S(=O)(=O)N2CCOCC2)ccc1OCc1ccccc1C(F)(F)F
  TMEM16A act = i

[115] CCCn1c(N)c(C(=O)CSc2nnc3n2CCCCC3)c(=O)[nH]c1=O
  TMEM16A act = i

High-throughput results from PubChem.

The list is partial. The share of hits here may be higher or lower than overall.
